# High-throughput results: PubChem BioAssay, several laboratories
# BoNT-A LC inh2: BoNT A light chain protease inhibition; inhibition, % at 10 µM; multiplex microsphere protease substrate cleavage, flow cytometry; hit rate 0.17% among 360,000; AID 588499; note: plate controls were buffer without enzyme for full effect and enzyme alone for no effect
# PfHsp40 yeast: rescue of PfHsp40-mediated yeast toxicity | AID 504582 | S. cerevisiae expressing PfHsp40, growth rescue, ATP luminescence | growth rescue, % at 12.5 µM | hit rate 0.68% among 340,000; in the data active = growth rescue above about 28%, passing the limit was not always enough; inconclusive = no clear call, values can overlap the other calls;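 note: yeast W303a lacking pdr1 and pdr3 grown in galactose medium; growth measured after three days at 30 °C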
# SARS 3CLpro inh: SARS-CoV 3CLpro protease inhibition. P0C6X7. recombinant SARS-CoV 3CLpro, quenched FRET peptide cleavage. inhibition, % at 6 µM. hit rate 0.14% among 290,000. AID 1706; in the data active = inhibition above about 12%
# SSB-PriA inh: K. pneumoniae PriA-SSBct interaction inhibition; AlphaScreen SSBct-PriA binding, biotinylated peptide; inhibition, % at 33 µM; hit rate 0.6% among 430,000; AID 1272365; in the data active = inhibition mostly above about 37%, no sharp cut-off; inactive = mostly below about 20%;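 note: plate controls were negative control peptide for no effect and reference peptide for full effect; strong numbers were not always called active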
# Anthrax LF prot: blocks Bacillus anthracis lethal factor protease; AID 588501; multiplex microsphere protease cleavage assay, LF; P15917; inhibition, % at 10 µM; hit rate 0.12% among 360,000; note: plate controls were buffer without enzyme for full effect and enzyme alone for no effect
# TcdB GH inh: inhibitors of Clostridioides difficile toxin B glycohydrolase. AID 652162. hit rate 0.24% among 350,000. TcdB glycohydrolase enzymatic assay, plate reader. P18177. inhibition, % at 9.99 µM; in the data active = inhibition above about 10%
# Target sequence (P18177 whole entry, looked up): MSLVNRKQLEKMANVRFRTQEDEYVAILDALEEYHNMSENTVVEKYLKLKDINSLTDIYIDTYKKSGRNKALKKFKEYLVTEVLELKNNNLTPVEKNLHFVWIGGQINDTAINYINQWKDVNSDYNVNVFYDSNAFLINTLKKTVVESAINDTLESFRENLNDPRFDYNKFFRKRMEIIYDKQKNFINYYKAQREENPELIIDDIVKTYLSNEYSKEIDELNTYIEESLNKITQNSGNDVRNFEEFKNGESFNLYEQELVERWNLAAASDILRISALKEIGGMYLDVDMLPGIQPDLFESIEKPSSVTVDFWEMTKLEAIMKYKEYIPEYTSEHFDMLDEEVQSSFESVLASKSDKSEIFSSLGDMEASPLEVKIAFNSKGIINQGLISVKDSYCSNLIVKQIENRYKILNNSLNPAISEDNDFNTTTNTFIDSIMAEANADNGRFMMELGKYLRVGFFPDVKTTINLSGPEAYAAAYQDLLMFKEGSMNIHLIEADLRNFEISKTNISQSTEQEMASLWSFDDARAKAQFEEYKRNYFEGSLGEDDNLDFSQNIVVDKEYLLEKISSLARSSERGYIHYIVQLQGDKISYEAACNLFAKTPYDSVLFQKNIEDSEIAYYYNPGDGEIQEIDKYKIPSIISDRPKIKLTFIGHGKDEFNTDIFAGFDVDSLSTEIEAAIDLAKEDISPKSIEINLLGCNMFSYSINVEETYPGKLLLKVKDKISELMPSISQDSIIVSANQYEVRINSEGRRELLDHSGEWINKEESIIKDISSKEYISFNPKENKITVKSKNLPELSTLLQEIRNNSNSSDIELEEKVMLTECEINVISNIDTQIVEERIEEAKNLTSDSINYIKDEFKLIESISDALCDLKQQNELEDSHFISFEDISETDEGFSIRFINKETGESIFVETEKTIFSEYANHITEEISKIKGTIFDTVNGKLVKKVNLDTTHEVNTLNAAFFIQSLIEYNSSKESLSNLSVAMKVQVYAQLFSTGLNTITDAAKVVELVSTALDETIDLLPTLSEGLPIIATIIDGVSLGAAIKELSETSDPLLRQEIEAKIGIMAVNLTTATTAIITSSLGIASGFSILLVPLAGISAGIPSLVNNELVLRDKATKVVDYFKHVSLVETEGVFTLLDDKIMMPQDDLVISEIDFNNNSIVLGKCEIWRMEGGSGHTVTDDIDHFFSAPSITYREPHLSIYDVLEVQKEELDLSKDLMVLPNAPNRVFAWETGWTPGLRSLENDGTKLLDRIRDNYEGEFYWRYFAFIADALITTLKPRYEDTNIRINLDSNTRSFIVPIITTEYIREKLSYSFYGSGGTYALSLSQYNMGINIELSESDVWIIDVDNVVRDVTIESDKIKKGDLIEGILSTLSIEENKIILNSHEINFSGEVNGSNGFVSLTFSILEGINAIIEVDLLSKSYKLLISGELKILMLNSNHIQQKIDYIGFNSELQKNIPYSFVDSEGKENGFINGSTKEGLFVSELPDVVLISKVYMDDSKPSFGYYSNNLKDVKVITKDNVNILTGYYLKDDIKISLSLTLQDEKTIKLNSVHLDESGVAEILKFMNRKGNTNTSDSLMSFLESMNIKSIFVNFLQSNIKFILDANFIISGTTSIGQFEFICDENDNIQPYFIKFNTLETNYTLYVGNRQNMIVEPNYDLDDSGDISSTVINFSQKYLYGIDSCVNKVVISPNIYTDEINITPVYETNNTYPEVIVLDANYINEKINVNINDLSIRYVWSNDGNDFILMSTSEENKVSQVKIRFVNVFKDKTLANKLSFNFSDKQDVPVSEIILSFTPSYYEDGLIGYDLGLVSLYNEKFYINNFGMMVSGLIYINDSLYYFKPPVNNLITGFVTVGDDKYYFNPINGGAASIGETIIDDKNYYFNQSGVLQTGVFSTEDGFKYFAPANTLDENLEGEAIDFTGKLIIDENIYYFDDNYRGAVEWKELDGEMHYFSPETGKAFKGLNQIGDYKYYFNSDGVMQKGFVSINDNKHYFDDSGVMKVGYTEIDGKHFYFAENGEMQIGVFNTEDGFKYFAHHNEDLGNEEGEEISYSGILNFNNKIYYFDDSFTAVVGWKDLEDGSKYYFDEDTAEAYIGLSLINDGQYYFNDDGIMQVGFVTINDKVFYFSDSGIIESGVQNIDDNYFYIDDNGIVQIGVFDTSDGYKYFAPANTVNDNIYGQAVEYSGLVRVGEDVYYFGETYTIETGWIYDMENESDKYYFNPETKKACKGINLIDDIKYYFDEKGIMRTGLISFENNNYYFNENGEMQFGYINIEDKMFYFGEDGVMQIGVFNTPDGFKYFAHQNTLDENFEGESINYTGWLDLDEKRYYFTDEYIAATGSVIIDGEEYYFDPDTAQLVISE
# Vc quorum ag: quorum light induction in luxS cqsA deficient V. cholerae; activation, % at 18.7 µM; AID 588436; V. cholerae BH1578 lux reporter, luminescence, 6 h; hit rate 0.16% among 350,000; in the data active = activation mostly above about 9.7%, no sharp cut-off; inconclusive = no clear call, values can overlap the other calls; inactive = mostly below about 3.7%; note: not every result past the cut was called active; inactives centre near 0; reference of the scale not given here
# PrPC TRFRET: reduces human prion protein on the cell surface; P04156; cell surface PrPC, TR-FRET read-out; inhibition, % at 13.8 µM; hit rate 0.43% among 370,000; AID 720596; in the data active = inhibition above about 24%; note: 0% = median of the test wells and 100% = reference compound wells
# Y pestis TopoI: Y. pestis Topo-I inhibition via cleavage products; Y. pestis Topo-I cleavage product accumulation, plate reader; activity, % at 10 µM; hit rate 0.064% among 360,000; AID 504884; in the data active = activity above about 50%, passing the limit was not always enough; inconclusive = no clear call, values can overlap the other calls; note: inactives centre near 2
# An asterisk follows results filed as active; i = inactive; ? = inconclusive; · = not tested or not shown. Cut-off read from the data, not from the text of the source, unless noted: active = inhibition above about 30%; inconclusive = no clear call, values can overlap the other calls; inactive = below that. This is a subset, so the mix of outcomes need not match the whole.
SMILES | SSB-PriA inh | PfHsp40 yeast | BoNT-A LC inh2 | Vc quorum ag | Anthrax LF prot | SARS 3CLpro inh | PrPC TRFRET | Y pestis TopoI | TcdB GH inh
CN(C(=O)CN1C(=O)S/C(=C\c2ccc(Cl)cc2)C1=O)C1CCS(=O)(=O)C1 (stereo unspecified) | -19 | -1.1 | 0.2 | -0.2 | -1 | -3 | 1 | -8 | 0.8
COC(=O)C(C)n1nnc2sc(-c3ccccc3)cc2c1=O (stereo unspecified) | 0 | -1.4 | 0.4 | 1.5 | 0 | 1 | -3 | -1 | 2.8
COc1ccc(CCNc2oc(COc3ccc(Br)cc3)nc2C#N)cc1OC | 19 | 8.5 | -0.5 | -0.1 | -4 | -2 | 17 | 24 | -0.8
COC(=O)c1ccc2c(=O)n(CCCCCC(=O)N3CCN(c4ccccc4)CC3)c(=O)[nH]c2c1 | -10 | 2.2 | -1.0 | -1.3 | -4 | -5 | -2 | 7 | ·
O=C(NN=Cc1ccccc1O)c1cccc([N+](=O)[O-])c1 | · | -0.1 | 0.4 | -3.4 | 3 | · | -7 | -7 | -1.2
COc1ccc(S(=O)(=O)N2CCC(n3cnc4ccccc43)CC2)cc1 | 3 | -0.4 | -0.4 | 0.4 | 2 | 3 | -5 | -2 | -0.2
O=C(c1ccncc1)N1N=C2CCCCCC2C1(O)C(F)(F)F (stereo unspecified) | -1 | -1.2 | 0.2 | -0.2 | 0 | 1 | 1 | -6 | 0.7
CCOc1ccc(C(=O)CCC(=O)Nc2ncccc2O)cc1 | -15 | 0.2 | -184 | i | -41 | · | 1 | -1 | -0.3
CCC(C)N(C(=O)COc1ccc(NC(C)=O)cc1)C1CCS(=O)(=O)C1 (stereo unspecified) | -2 | -1.0 | 1.0 | -0.1 | 3 | -2 | 9 | -4 | 0.7
O=C(CN1C(=O)/C(=C\c2ccccc2Br)Oc2ccccc21)NCCCN1CCOCC1 | -9 | 0.2 | -1.1 | -0.2 | -3 | -3 | -2 | 12 | 0.0
O=C(c1ccc(Br)cc1)N1CCC2(CC1)NCCc1[nH]cnc12 | 11 | -0.4 | -1.2 | i | -2 | -1 | -13 | -2 | 2.1
C#CCNC(=O)C1=C[C@@H](C2CCCCC2)[C@H](CCCO)[C@@H](OCC)O1 | 5 | ? | 0.6 | -1.4 | 3 | 0 | -4 | 15 | 1.4
COc1cc(C2C(C#N)=C(N)OC3=C2C(=O)CC(C)(C)C3)cc([N+](=O)[O-])c1O (stereo unspecified) | -8 | -1.4 | 0.1 | i | -7 | -2 | -5 | 14 | -0.5
CCCCN(CC)S(=O)(=O)c1ccc(C(=O)N(CCCN(C)C)c2nc3cc(C)cc(C)c3s2)cc1 | 29 | -0.1 | 0.4 | -5.6 | -2 | -8 | -9 | 5 | ·
CCOc1cc(CNn2cnnc2)cc(Br)c1OCC(=O)NC1CCCCC1 | -4 | 1.1 | ? | -0.5 | ? | -11 | -1 | 5 | ·
O=C(NCCc1ccccc1)C1CCC(=O)N(Cc2ccc(Cl)cc2)C1 (stereo unspecified) | -13 | 0.1 | -2.1 | · | 0 | 0 | -3 | 2 | 0.4
Cc1cc(NC(=O)CN2C(=O)NC(C)(c3ccc(OC(F)F)cc3)C2=O)no1 (stereo unspecified) | 2 | -0.2 | -0.5 | 6.2 | -3 | 0 | 6 | -5 | ·
CCOc1ccc(NS(=O)(=O)c2ccc(C(=O)NCC(c3ccco3)N3CCCCC3)cc2)cc1 (stereo unspecified) | · | · | -0.8 | -6.0 | -12 | · | -8 | 20 | 0.5
CCOc1cc(S(=O)(=O)NCCc2ccc(OC)c(OC)c2)c(OCC)cc1-n1cnnn1 | 13 | -0.1 | -0.1 | 0.8 | 2 | 0 | -2 | -1 | ·
COc1ccc(C(c2nnnn2C(C)(C)C)N2CCN(c3nc4ccccc4s3)CC2)cc1 (stereo unspecified) | -3 | -0.1 | 0.0 | -0.3 | 0 | -4 | 5 | -2 | ·
O=C(Cn1c(=O)oc2cc(S(=O)(=O)N3CCCCCC3)ccc21)NC1CCCCC1 | -6 | -0.4 | 0.4 | -0.1 | 7 | · | 0 | -8 | 0.7
CCCCCCNc1cc2n(c(=O)n1)CCc1cc(OC)c(OC)cc1-2 | -1 | -0.5 | 0.8 | 0.5 | -1 | 0 | 3 | 19 | ·
Clc1ccc(-c2cc(CSc3ccccc3)on2)cc1 | -29 | 0.6 | -3.5 | i | -1 | 0 | -6 | 21 | ·
N#Cc1ccccc1OCc1nnc(-c2ccccc2Br)o1 | -25 | -0.9 | -6.6 | -0.5 | 7 | 7 | -2 | 7 | 0.5
COc1ccccc1N(CC(=O)NC1CCCCC1)C(=O)c1csnn1 | -10 | -0.8 | 0.6 | -1.9 | -3 | -7 | 0 | 1 | ·
O=C(CN1CCCC1=O)NC1(C(F)(F)F)NC(=O)N(Cc2ccccc2)C1=O (stereo unspecified) | -9 | 0.9 | -0.6 | i | -4 | 3 | -5 | 0 | 0.1
C/C(=N\NC(=O)CSCc1ccccc1Cl)c1cc(O)ccc1O | · | -0.2 | -1.2 | i | -3 | 2 | -1 | -11 | -13
O=C(NCC1CCCO1)c1cnc(Cl)c(Cl)c1 (stereo unspecified) | -6 | -1.3 | 1.7 | -0.8 | 32* | 1 | -2 | -3 | 0.3
COC(=O)[C@]12CCCCC=C1N(Cc1ccc(Cl)cc1Cl)C(=O)[C@H](CC(=O)N1CCSCC1)C2 | · | · | -0.9 | · | -1 | · | 3 | · | 1.0
O=C1C=C(c2ccc(Oc3ccccc3)cc2)C[C@@H](c2ccc(Cl)cc2)C1 | -1 | 0.0 | 0.2 | i | -10 | · | 2 | 31 | 1.1

# Some of these compounds in order of number of heavy atoms, ascending.
SMILES | SSB-PriA inh | PfHsp40 yeast | BoNT-A LC inh2 | Vc quorum ag | Anthrax LF prot | SARS 3CLpro inh | PrPC TRFRET | Y pestis TopoI | TcdB GH inh
O=C(NCC1CCCO1)c1cnc(Cl)c(Cl)c1 (stereo unspecified) | -6 | -1.3 | 1.7 | -0.8 | 32* | 1 | -2 | -3 | 0.3
Clc1ccc(-c2cc(CSc3ccccc3)on2)cc1 | -29 | 0.6 | -3.5 | i | -1 | 0 | -6 | 21 | ·
N#Cc1ccccc1OCc1nnc(-c2ccccc2Br)o1 | -25 | -0.9 | -6.6 | -0.5 | 7 | 7 | -2 | 7 | 0.5
C/C(=N\NC(=O)CSCc1ccccc1Cl)c1cc(O)ccc1O | · | -0.2 | -1.2 | i | -3 | 2 | -1 | -11 | -13
O=C(NCCc1ccccc1)C1CCC(=O)N(Cc2ccc(Cl)cc2)C1 (stereo unspecified) | -13 | 0.1 | -2.1 | · | 0 | 0 | -3 | 2 | 0.4
O=C1C=C(c2ccc(Oc3ccccc3)cc2)C[C@@H](c2ccc(Cl)cc2)C1 | -1 | 0.0 | 0.2 | i | -10 | · | 2 | 31 | 1.1
CCOc1cc(CNn2cnnc2)cc(Br)c1OCC(=O)NC1CCCCC1 | -4 | 1.1 | ? | -0.5 | ? | -11 | -1 | 5 | ·
O=C(Cn1c(=O)oc2cc(S(=O)(=O)N3CCCCCC3)ccc21)NC1CCCCC1 | -6 | -0.4 | 0.4 | -0.1 | 7 | · | 0 | -8 | 0.7
COc1ccc(C(c2nnnn2C(C)(C)C)N2CCN(c3nc4ccccc4s3)CC2)cc1 (stereo unspecified) | -3 | -0.1 | 0.0 | -0.3 | 0 | -4 | 5 | -2 | ·
COC(=O)[C@]12CCCCC=C1N(Cc1ccc(Cl)cc1Cl)C(=O)[C@H](CC(=O)N1CCSCC1)C2 | · | · | -0.9 | · | -1 | · | 3 | · | 1.0
CCOc1ccc(NS(=O)(=O)c2ccc(C(=O)NCC(c3ccco3)N3CCCCC3)cc2)cc1 (stereo unspecified) | · | · | -0.8 | -6.0 | -12 | · | -8 | 20 | 0.5
CCCCN(CC)S(=O)(=O)c1ccc(C(=O)N(CCCN(C)C)c2nc3cc(C)cc(C)c3s2)cc1 | 29 | -0.1 | 0.4 | -5.6 | -2 | -8 | -9 | 5 | ·

# The listing picks up with the 2 entries that preceded the break.
SMILES | SSB-PriA inh | PfHsp40 yeast | BoNT-A LC inh2 | Vc quorum ag | Anthrax LF prot | SARS 3CLpro inh | PrPC TRFRET | Y pestis TopoI | TcdB GH inh
COC(=O)[C@]12CCCCC=C1N(Cc1ccc(Cl)cc1Cl)C(=O)[C@H](CC(=O)N1CCSCC1)C2 | · | · | -0.9 | · | -1 | · | 3 | · | 1.0
O=C1C=C(c2ccc(Oc3ccccc3)cc2)C[C@@H](c2ccc(Cl)cc2)C1 | -1 | 0.0 | 0.2 | i | -10 | · | 2 | 31 | 1.1
COc1ccc(S(=O)(=O)c2nnn(-c3cccc(Cl)c3)c2N)cc1 | -20 | 0.9 | -1.3 | i | -1 | 0 | 13 | 8 | -3.1
COc1ccc(N2CS(=O)CC2=O)cc1 (stereo unspecified) | -3 | -1.5 | -0.1 | i | -2 | -4 | 7 | 2 | 1.1
CN1C(=O)c2cccc3c(S(=O)(=O)Nc4ccccn4)ccc1c23 | -2 | -0.3 | 0.0 | -0.9 | -3 | -1 | -25 | 4 | ·
CC12CCC(=O)N1C(C(=O)Nc1nc(-c3cc(F)ccc3F)cs1)CS2 (stereo unspecified) | 3 | 0.6 | 1.8 | -2.0 | 1 | · | 0 | 3 | 1.6
CC(C)n1nnnc1C1c2ccccc2C(=O)N1Cc1ccc(F)cc1 (stereo unspecified) | · | · | -0.6 | · | -1 | · | -4 | · | 0.4
Cc1ccccc1CS(=O)(=O)Cc1ccc(C(=O)NCc2ccco2)o1 | 3 | -0.8 | 0.6 | i | -2 | 1 | -2 | -3 | ·
NNC(=O)c1ccc2ccccc2n1 | 6 | -2.3 | -1.2 | -0.2 | -4 | 0 | 0 | 4 | -1.6
COCc1c(C(=O)NCC2COc3ccccc3O2)oc2ccccc12 (stereo unspecified) | -11 | 1.4 | -0.3 | -1.8 | -6 | · | 3 | 19 | 0.2
S=C(NCc1ccccc1)Nc1nccs1 | 5 | 1.0 | 0.0 | -0.6 | -4 | 7 | 5 | 1 | -0.4
COc1ccc(C)cc1NC(=O)Nc1ccc2c(c1)CCC2 | -9 | -1.2 | 0.8 | i | -2 | 7 | 22 | -7 | 0.8
Cn1c(CNC2CCCCC2)nc2ccccc21 | -15 | 1.1 | -0.6 | -0.2 | -2 | -3 | -4 | -8 | 2.0
Cc1ccc(NC(=O)CN(C)C(=O)c2ccc(Cl)nc2)cc1 | -6 | 0.5 | -0.5 | -0.3 | 1 | 0 | -3 | -8 | 0.7
CC(C)C(NS(=O)(=O)c1ccccc1F)C(=O)N1CCc2ccccc2C1 (stereo unspecified) | 0 | -0.1 | -0.8 | -2.8 | 0 | 1 | -10 | 7 | 6.8
O=C(NC(=S)NC(CO)Cc1ccccc1)c1ccc(F)cc1 (stereo unspecified) | 3 | 2.0 | 0.9 | 0.0 | 5 | 5 | 7 | 4 | -0.7
Cc1cc(C)c2c3c(c(-c4ccccc4)n2n1)c(=O)n(C)c(=O)n3C | -12 | 9.5 | 0.5 | -0.3 | -6 | · | 6 | 3 | 1.4
